TGFb SMAD3 inh = blocks TGF-b signaling | HepG2 CAGA-GFP TGF-b/SMAD3 reporter, GFP fluorescence, 18 h; TGF-beta stimulated, 500 pg/mL final | 410,000 tested, 1.2% active | Potency, µM (series often up to 46.1 µM), for inactives: at the top dose activity, negative = inhibition, actives largely listed as inhibitors | AID 588855; note: potency is the fitted concentration of half-maximal effect; % is set by controls: 0 for no effect and ±100 for the full control effect; nearly all actives have a fitted effect of over 65% in size
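Smad-responsive CAGA-GFP expression was quantified in HEPG2 cells exposed to compounds and 500 pg/mL final TGF-beta for 18 h at 37 degrees C; unstimulated wells defined full inhibition.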
Nrf2 activator = Nrf2 pathway activation; Potency, µM (titrated, usually from 46.1 µM), without a hit: at the top dose activation, actives largely listed as activators; 410,000 tested, 0.31% active; AREc32 ARE-luciferase reporter (MCF7-derived line), luminescence, 24 h; note: potency is the fitted concentration of half-maximal effect; % of control where 0% means no effect; nearly all actives have a fitted effect of over 65% in size
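AREc32_Fluc, 1000 cells/well, OPTI-MEM + 5% FBS, o/n 37 deg C 5% CO2; 23 nL cpd by pin tool, 24 hr; Steady-Glo 30 min RT, luminescence.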
S2 tox = viability counter-screen for ATXN expression inhibitors | S2 cells (HEK-293 line with an ATXN2-luciferase reporter) viability, CellTiter-Fluor protease fluorescence, 24 h | Potency, µM (highest dose often 56.7 µM), usual class: cytotoxic | 400,000 tested, 0.49% active; note: potency is the fitted concentration of half-maximal effect; nearly all actives have a fitted effect of over 40% in size
Nrf2 inh = inhibitors of Nrf2 signaling; 360,000 tested, 2.1% active; A549 ARE-Fluc reporter, luciferase luminescence, 18-24 h; Potency, µM (top dose mostly 46 µM), for inactives: at the top dose activity change, negative = inhibition, usual class: inhibitors; AID 504444; note: potency is the fitted concentration of half-maximal effect; % is set by controls: 0 for no effect and ±100 for the full control effect; nearly all actives have a fitted effect of over 60% in size
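In this cell-based qHTS, ARE-driven firefly luciferase in A549 cells reports Nrf2 activity; the luminescent signal after BugLite lysis is the measured value, with a prior CellTiter-Fluor read for cell health.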
EPAC2 ag = agonists of human EPAC2 (RAPGEF4). Q8WZA2. EPAC2 activation, biochemical qHTS; response scale: 100% = 6.5 mM cAMP response. Potency, µM (doses to about 154 µM), inactives show at the highest dose activation, actives largely listed as activators. 360,000 tested, 0.079% active. AID 720711; note: potency is the fitted concentration of half-maximal effect; nearly all actives have a fitted effect of over 50% in size
Target sequence (Q8WZA2 whole entry, looked up): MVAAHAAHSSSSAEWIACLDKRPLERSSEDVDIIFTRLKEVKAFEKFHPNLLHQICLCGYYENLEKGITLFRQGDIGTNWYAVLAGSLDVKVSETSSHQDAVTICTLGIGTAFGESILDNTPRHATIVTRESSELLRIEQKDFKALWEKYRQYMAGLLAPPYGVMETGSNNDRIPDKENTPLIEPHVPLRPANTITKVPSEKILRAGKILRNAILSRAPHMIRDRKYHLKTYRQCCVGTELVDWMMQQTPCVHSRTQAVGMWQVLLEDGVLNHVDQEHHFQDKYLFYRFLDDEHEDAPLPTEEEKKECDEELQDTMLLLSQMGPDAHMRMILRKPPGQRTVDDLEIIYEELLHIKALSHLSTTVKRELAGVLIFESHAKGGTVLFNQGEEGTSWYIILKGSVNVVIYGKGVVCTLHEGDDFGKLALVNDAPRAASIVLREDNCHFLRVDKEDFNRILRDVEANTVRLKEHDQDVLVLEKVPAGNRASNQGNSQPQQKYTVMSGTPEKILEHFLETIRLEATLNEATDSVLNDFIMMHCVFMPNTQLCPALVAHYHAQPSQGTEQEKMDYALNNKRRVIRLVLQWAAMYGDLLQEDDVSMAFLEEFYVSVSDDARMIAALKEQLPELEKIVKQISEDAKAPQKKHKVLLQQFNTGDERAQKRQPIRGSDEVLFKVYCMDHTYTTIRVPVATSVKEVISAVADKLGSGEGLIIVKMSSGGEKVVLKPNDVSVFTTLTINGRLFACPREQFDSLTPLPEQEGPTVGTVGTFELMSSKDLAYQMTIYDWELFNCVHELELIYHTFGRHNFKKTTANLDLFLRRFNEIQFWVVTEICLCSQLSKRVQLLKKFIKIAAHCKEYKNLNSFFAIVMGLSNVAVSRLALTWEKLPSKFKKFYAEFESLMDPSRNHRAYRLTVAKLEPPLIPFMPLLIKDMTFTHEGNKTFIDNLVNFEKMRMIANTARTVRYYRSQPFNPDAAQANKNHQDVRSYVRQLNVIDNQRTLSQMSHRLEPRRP
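Exchange assay: 100 nM EPAC2 with 250 nM Rap1B-BODIPY-GDP and 50 uM GDP. Fluorescence (ex 480/em 540 nm) read every 5 min for 30 min at room temperature. Data normalized to 6.5 mM cAMP as agonist control.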
HepG2 tox = counter-screen for TGF-b inhibitors: cytotoxicity in HepG2 cells; Potency, µM (top dose mostly 46.1 µM), for the others: at the highest dose activity change, negative = cytotoxicity, actives largely listed as cytotoxic; HepG2 CAGA-GFP viability, ATP luminescence, 18 h; 410,000 tested, 0.76% active; note: potency is the fitted concentration of half-maximal effect; some results filed as inactive show a strong effect at the top dose
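HepG2 CAGA-GFP cells (1000/well, DMEM with 1% FBS) received compound, then TGF-beta at 500 pg/mL final, and were incubated 18 hours at 37 degrees C. Viability was read by CellTiter-Glo luminescence. Media-only wells were set as complete cell-killing and DMSO as no toxicity.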
IL-2 act = activators of IL-2 | 360,000 tested, 0.065% active | IL-2 activation reporter assay, cell-based qHTS; stimulated with anti-CD3/CD4/CD28 beads; in transgenic mouse T cells | activation, % (series mostly up to about 46 µM); in the data active = activation above about 50%; inconclusive = mostly about 30% to 49%; note: 0% is about no effect
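First, unstimulated transgenic mouse T cells were exposed to compound for 60 min. Next, anti-CD3/anti-CD4-coated beads with anti-CD28 were added. Finally, after 18 h at 37 degrees C, EGFP and DsRed were imaged.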
ATXN2 expr inh = reduces ATXN2 reporter expression in HEK-293 cells | Potency, µM (doses to about 57 µM), for inactives: at the highest dose activity change, negative = inhibition, usual class: inhibitors | HEK-293 ATXN2-luciferase reporter, luminescence, 24 h | 360,000 tested, 0.72% active; note: potency is the fitted concentration of half-maximal effect; % is set by controls: 0 for no effect and ±100 for the full control effect; nearly all actives have a fitted effect of over 55% in size
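ATXN2-luciferase reporter cells (luciferase flanked by upstream and downstream ATXN2 gene portions) were treated 24 h at 37 °C with compounds at up to 57 uM. SteadyGlo luminescence gave expression; GF-AFC fluorescence gave viability.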
A549 viability = counter-screen for Nrf2 inhibitors: cytotoxicity in A549 cells; A549 ARE-Fluc cells, CellTiter-Fluor viability, 18-24 h; Potency, µM (titrated, usually from 46 µM), for inactives: at the highest dose activity change, negative = cytotoxicity, usual class: inhibitors; 390,000 tested, 0.16% active; AID 504648; note: potency is the fitted concentration of half-maximal effect; % is set by controls: 0 for no effect and ±100 for the full control effect
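A549 ARE_Fluc cells in 5% FBS OPTI-MEM were exposed to compounds in concentration-response for 18-24 h at 37 deg C. Viability was read by CellTiter-Fluor fluorescence (Ex 405/Em 525) after 30 min, before the luciferase read.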
* = called active by the depositor; i = inactive; ? = inconclusive; . = no result given; [ ] = another dose, or the depositor's remark. Unless noted, calls come from the whole dose curve; as a rule, active = well fitted curve in the direction sought with a large enough effect; inconclusive = small, poorly fitted or top-dose-only effect, or another doubt; inactive = no such curve, though single readings can be large; an effect the other way counts as inactive or inconclusive.

SMILES	TGFb SMAD3 inh	Nrf2 activator	S2 tox	Nrf2 inh	EPAC2 ag	HepG2 tox	IL-2 act	ATXN2 expr inh	A549 viability
COC(=O)[C@@]1(Cc2ccc(OC)cc2)[C@H]2c3cc(C(=O)N4CCCC4)n(Cc4c(CO)[nH]cc(C)c4=O)c3C[C@H]2CN1C(=O)c1ccccc1	?	1.2%	i	-9%	5%	-1%	-0.1	0%	-9%
CCC1CCCCN1CC(=O)Nc1cc(C)nn1-c1nc(C)cc(C)n1 (stereo not drawn)	?	3.6%	i	?	3%	-33%	-0.5	?	-17%
Cc1ccc(OC(=O)c2oc3ccc(F)cc3c2C)c(C)c1	-5%	18%	18µM*	6%	8%	6%	-0.9	?	-11%
CCOC(=O)N1CCc2c(sc3c2c(=O)n(CCc2ccccc2)c(=O)n3CC(=O)Nc2ccc(C)cc2)C1	3%	3.7%	.	7%	.	2%	.	.	4%
COc1ccc(CCNC(=O)C2CCN(C(=O)c3cccc(Cl)c3)CC2)cc1OC	9%	0.0%	i	-6%	6%	5%	1.4	-6%	2%
COc1cc(N)c(Cl)cc1C(=O)OCC(=O)NCC1CCCO1 (stereo not drawn)	4%	-1.8%	i	4%	5%	-31%	1.7	6%	-8%
Nc1n[nH]c(C2CC2)c1N=Nc1ccc(Cl)c(Cl)c1	?	4.4%	?	8%	-2%	-25%	-4.3	-13%	-24%
O=C(NCc1ccc(Cl)cc1)C1CCC(CNc2c(N3CCCC3)c(=O)c2=O)CC1 (stereo not drawn)	0%	2.3%	i	-12%	-6%	17%	-2.4	-24%	-2%
O=C(NCCCN1CCCC1=O)[C@H](CSCc1ccccc1)N1Cc2ccccc2C1=O	2%	-1.0%	i	5%	8%	10%	1.0	3%	2%
CS(=O)(=O)c1sc2nc(-c3cccs3)cc(-c3ccccc3)c2c1N	-11%	2.9%	i	-20%	10%	-8%	-0.7	-2%	-4%
COc1ccc2oc(=O)c(/C(C)=N/Nc3nc(-c4cc(C)ccc4C)cs3)cc2c1	4%	4.2%	i	4%	0%	5%	-4.6	-12%	6%
CC1CCCN(CCCNC(=O)CN2C(=O)COc3ccc(S(=O)(=O)N4CCOCC4)cc32)C1 (stereo not drawn)	-3%	-0.2%	i	2%	14%	7%	-1.2	6%	0%
O=C(c1ccc(Cl)cc1)n1cnc2ccccc21	7%	-0.2%	.	-23%	13%	-3%	-2.3	.	-23%
O=C(COc1ccc(F)cc1)Nc1ccc2nc(SCC(=O)N3CCCC3)sc2c1	0%	4.1%	.	-16%	.	-21%	.	.	7%
Cc1ccc(OCc2nnc(SCC(=O)N3CCc4ccccc43)n2C)cc1	-3%	-0.2%	i	8%	-4%	9%	2.6	4%	0%
COc1ccc(/C=C(\NC(=O)c2cccs2)C(=O)NC(C)(C)C)cc1OC	-16%	-1.0%	i	-5%	2%	-12%	0.6	.	-3%
CC(CNC(=O)C(C)(C)C)NC(=O)C(C)(C)C (stereo not drawn)	5%	-1.2%	i	6%	-15%	6%	0.2	0%	-4%
Cc1ccc(S(=O)(=O)N(C)C)cc1[N+](=O)[O-]	21%	-0.3%	i	-2%	11%	1%	-3.6	-6%	1%
CCc1nc2c(OCc3cccc(Cl)c3)cccn2c1N(C)C(=O)CC(C)C	-3%	1.1%	?	.	8%	-16%	-0.9	?	.
CCN1CCN(C(=O)N2CCOCC2)CC1	-2%	-0.5%	i	-8%	16%	-12%	-1.6	-37%	6%
Cc1cccc(NC(=O)c2nc[nH]c2C(=O)NCCCCCCNC(=O)c2[nH]cnc2C(=O)Nc2cccc(C)c2)c1	8%	-0.5%	i	6%	11%	4%	-1.8	6%	-3%
COc1ccc(OC)c(CCNC(=O)c2ccc3c(=O)[nH]c4c(C(=O)NC(C)C)sc(=S)n4c3c2)c1	22%	0.1%	i	2%	-1%	-9%	0.3	.	-7%
O=C(NCc1cccnc1)c1ccc(S(=O)(=O)N2CCOCC2)cc1	?	2.7%	i	-1%	3%	-39%	2.5	2%	-1%
COc1ccc2ncc3c(-c4ccc(C)c(C)c4)nn(CC(=O)NC4CCCC4)c3c2c1	18%	-0.5%	i	-5%	.	10%	.	12%	0%
COc1ccc(/C(C)=N/NC(=O)CNC(=O)/C=C\c2ccco2)cc1	4%	?	i	8%	4%	-1%	-0.3	3%	-2%

5 structures out of the list, ordered by heavy-atom count, ascending.
SMILES	TGFb SMAD3 inh	Nrf2 activator	S2 tox	Nrf2 inh	EPAC2 ag	HepG2 tox	IL-2 act	ATXN2 expr inh	A549 viability
O=C(NCc1cccnc1)c1ccc(S(=O)(=O)N2CCOCC2)cc1	?	2.7%	i	-1%	3%	-39%	2.5	2%	-1%
CCc1nc2c(OCc3cccc(Cl)c3)cccn2c1N(C)C(=O)CC(C)C	-3%	1.1%	?	.	8%	-16%	-0.9	?	.
O=C(COc1ccc(F)cc1)Nc1ccc2nc(SCC(=O)N3CCCC3)sc2c1	0%	4.1%	.	-16%	.	-21%	.	.	7%
COc1ccc(OC)c(CCNC(=O)c2ccc3c(=O)[nH]c4c(C(=O)NC(C)C)sc(=S)n4c3c2)c1	22%	0.1%	i	2%	-1%	-9%	0.3	.	-7%
CCOC(=O)N1CCc2c(sc3c2c(=O)n(CCc2ccccc2)c(=O)n3CC(=O)Nc2ccc(C)cc2)C1	3%	3.7%	.	7%	.	2%	.	.	4%

(cont.)
SMILES	TGFb SMAD3 inh	Nrf2 activator	S2 tox	Nrf2 inh	EPAC2 ag	HepG2 tox	IL-2 act	ATXN2 expr inh	A549 viability
Cc1ccc(NC(=O)c2ncn(CCCN(C)CCc3ccccn3)n2)cc1C	-15%	0.8%	?	15%	3%	-7%	0.6	-11%	1%
C/C(=C\c1ccccc1)C(=O)Nc1cc(C)on1	18%	0.6%	i	11%	0%	-3%	4.7	54%[activator]	-4%
COc1ccc(-c2cc(C(F)(F)F)n3ncc(C(=O)N4CCc5ccccc5C4)c3n2)cc1	-1%	2.5%	.	-20%	15%	4%	-0.4	-15%	-1%
NCCCC[C@@H](C(=O)N1CCNCC1)n1cc(CN)nn1	-24%	-1.6%	i	4%	4%	2%	0.4	12%	-2%
CC(C)(C)c1csc(N(CCC#N)CCC#N)n1	0%	0.0%	i	4%	12%	-9%	2.2	0%	?
CCC(C)NC(=O)CC1Oc2ccc(Cl)cc2NC1=O (stereo not drawn)	-13%	2.9%	i	-12%	5%	-1%	-1.0	-5%	23%
CCC(=O)NC(=S)Nc1cc(C(=O)O)ccc1OC	-6%	-0.9%	i	-4%	5%	-3%	0.3	0%	3%
CCCOc1ccc(-c2nc(N3CCN(CC)CC3)c3ccccc3n2)cc1	?	0.2%	?	5%	22%	-51%	-0.3	.	13%
COCCNC(=O)C1(C)CCCN(C(=O)c2cccc(C(F)(F)F)c2)C1 (stereo not drawn)	21%	0.4%[9.22 µM]	i	.	3%	5%	0.8	2%	.
CCCCCC(=O)NC(=S)Nc1ccc(Br)cc1C	0%	0.4%	i	?	2%	-26%	-0.6	5%	3%
O=c1ccc2ccc(O[C@@H]3O[C@H](CO)[C@@H](O)[C@H](O)[C@H]3O)c(O)c2o1	-4%	-0.9%	i	2%	-2%	-2%	-0.3	1%	-1%
CCc1ccc2oc(-c3ccc(NC(=O)c4cccc(Cl)c4Cl)cc3)nc2c1	-24%	-0.4%	?	8.2µM*	.	-35%	.	-14%	-1%
COc1ccc(-n2c(Cc3cccn3C)nnc2SCC(=O)Nc2cccc(NC(C)=O)c2)cc1	-27%	0.4%	i	?	4%	-16%	0.6	-10%	8%[1.84 µM]
C#CCOCCOCCOCCNc1nc(N2CCOCC2)nc(N2CCN(C(=O)[C@H]([C@@H](C)CC)n3cc(CCCN=C(N)N)nn3)CC2)n1	3%	0.0%	i	15%	-5%	6%	0.1	0%	-7%
CC1CCCCC1Nc1ncnc2sccc12 (stereo not drawn)	2%	6.5%	i	?	12%	-31%	-0.2	-15%	-21%
CC(=O)c1cccc(NC(=O)CNC(=O)Cc2ccccc2)c1	-6%	-0.5%	i	2%	4%	4%	-0.4	0%	0%
COC(=O)c1cccc(NC(=O)C2COc3ccccc3O2)c1 (stereo not drawn)	-8%	0.4%	i	?	-3%	0%	0.8	44%[activator]	13%
COc1ccc(S(=O)(=O)N(C)C[C@H]2Oc3ccc(NC(=O)CCC(F)(F)F)cc3C(=O)N([C@H](C)CO)C[C@@H]2C)cc1	-32%	1.3%	i	2%	-8%	-19%	-0.5	4%	0%
COc1ccc(Cl)cc1NC(=O)c1cc(-c2ccccc2)on1	-4%	6.4%	i	15%	-1%	-17%	-0.6	.	1%
NC(=O)C(c1ccc(Sc2ccccc2)nn1)c1ccc(Cl)cc1Cl (stereo not drawn)	25%	-0.4%	i	?	22%	-1%	-0.2	2%	-15%
COc1nc(=O)n(C2OC(CO)C(O)C2O)cc1C (stereo not drawn)	-1%	2.1%	i	-6%	-1%	-3%	-4.0	3%	0%
Cc1cccc(-c2nc(CC(=O)Nc3cccc(S(=O)(=O)NC4=NCCC4)c3)cs2)c1	-16%	-1.0%	i	-16%	10%	-25%	-0.4	-27%	4%
CCN1C(=O)/C(=C\c2ccco2)C(C(=O)OC)=C1C	-2%	10µM*	i	-12%	-1%	-10%	-3.8	-10%	-5%
O=C(CN1CCCCC1)Nc1ccc(C(F)(F)F)cc1Cl	-7%	-0.1%	i	3%	6%	-18%	-2.6	-18%	5%
Cc1ccc(Cl)cc1NC(=O)Cn1nc2c(cc1=O)CC(C)CC2 (stereo not drawn)	11%	-1.2%	.	.	.	-3%	.	.	-6%
Cc1cc(Br)ccc1OCC(=O)N(Cc1nc(-c2ccccc2)no1)C(C)C	-28%	0.6%	i	18µM*	13%	4%	0.0	3%	-2%
N#C/C(=C\c1cn(CCOc2ccccc2F)c2ccccc12)C(=O)NCc1cccs1	?	2.0%	i	-1%	-3%	-32%	-0.4	0%	-3%
O=C1CCC(=O)N1OCCOc1ccc(Cl)c2ccccc12	1%	0.4%	i	11%	-6%	0%	0.0	-2%	-2%

Screening results from PubChem BioAssay.
